Growth percent in the NCI-60 one-dose screen (48 h, 10 µM unless noted): 100 = growth as untreated, 0 = no growth, -100 = all killed.
HOP-92: HOP-92 NSCLC cells; actives 6.3% (n = 71,000)
A549/ATCC: A549/ATCC NSCLC; actives 3.7% (n = 81,000); AID 1794740
M14: M14 melanoma; actives 6.2% (n = 80,000); AID 1794745
RPMI-8226: RPMI-8226 leukemia cells. actives 7.5% (n = 77,000)
HOP-62: HOP-62 NSCLC | actives 3.9% (n = 80,000) | AID 1794735
CCRF-CEM: CCRF-CEM leukemia | AID 1794778 | actives 7% (n = 77,000)
UACC-62: UACC-62 melanoma | actives 5.4% (n = 81,000)
EKVX: EKVX NSCLC; actives 3% (n = 71,000)
* marks the source's active call; other numbers are inactive results; nt = no result given. Rule for the calls: active = growth percent below 10; inactive = the rest.

SMILES	HOP-92	A549/ATCC	M14	RPMI-8226	HOP-62	CCRF-CEM	UACC-62	EKVX
O=C(Oc1ccc(/C=C/c2cc(OC(=O)c3ccc([N+](=O)[O-])cc3)cc(OC(=O)c3ccc([N+](=O)[O-])cc3)c2)cc1)c1ccc([N+](=O)[O-])cc1	115	97	106	102	98	91	105	99
CCN1C(=O)N(CC)C2C1NN=c1s/c(=C\c3ccc(OC)cc3)c(=O)n12 (configuration not stated)	33	10	6.1*	21	37	9.1*	24	52
CCN(CC)CCC(CN=C(N)N)c1ccc(Cl)c(Cl)c1 (configuration not stated)	70	64	86	102	68	92	100	93
CCCCn1c(=O)c(/C=C/C(=O)/C=C/c2cc3ccccc3n(CCCC)c2=O)cc2ccccc21	64	-0.9*	-30*	-32*	49	-0.1*	-44*	36
COc1ccc(/C=C/C(=O)c2ccc(OC)c(OC)c2O)cc1OC	62	91	94	60	104	66	79	nt
Nn1c(Nc2ccc(S(N)(=O)=O)cc2)nnc(/C=C/c2c(O)ccc3ccccc23)c1=O	79	87	96	64	87	66	77	90
CC(=O)c1ccc(NC(=O)COc2ccc(C3SCC(=O)N3c3ccccc3)cc2)cc1 (configuration not stated)	103	97	109	105	102	102	89	96
Fc1ccc(-c2nc(-c3ccc(Cl)cc3)cn3ccnc23)cc1	70	74	81	86	78	85	81	nt
O=C(O)c1ccc(NC(=O)c2cccc(Nc3ccnc(C(F)(F)F)c3)c2)cc1	nt	106	96	98	107	95	108	nt
O=C1NC(=O)C(c2ccc(Cl)cc2)(c2ccc(Cl)cc2)N1	100	96	100	103	94	nt	101	109
c1ccc(N2CCN(c3ccccc3)C2=C2N(c3ccccc3)CCN2c2ccccc2)cc1	nt	98	104	82	121	81	114	94
COC(=O)C(CCC(=O)O)NC(=O)OCc1ccccc1 (configuration not stated)	119	100	96	100	106	nt	104	nt
COC(=O)/C=C1/S/C(=N\N=C\c2ccc(OS(=O)(=O)C(F)(F)C(F)(F)C(F)(F)C(F)(F)C(F)C(F)(F)F)cc2)N(c2ccccc2)C1=O (configuration not stated)	108	102	nt	106	87	77	82	108
C[N+]12CCC(CC1)C(OC(=O)C(O)(c1ccccc1)c1ccccc1)C2 (configuration not stated)	104	nt	100	99	103	109	100	97
CCOC(=O)c1c(C)nc2c(c1N)/C(=C/c1cccs1)C(=O)N2Cc1ccccc1	60	78	74	-21*	69	30	68	82
Cc1nc(/C=c2\sc3n(c2=O)C2C(NN=3)N(C)C(=O)N2C)cn1C (configuration not stated)	85	100	nt	97	102	103	91	100
N#Cc1c(NC(=O)c2ccco2)[n+]([O-])c2ccc(Cl)cc2[n+]1[O-]	59	103	119	94	102	90	91	93
COc1c(F)cccc1/C=C/C(=O)/C=C(O)/C=C/c1cccc(F)c1OC	93	86	90	93	118	86	86	106
CC(C)(C)n1cc(-c2ccnc(NCCNS(=O)(=O)c3cccc4ccccc34)c2)c(-c2cccc(O)c2)n1	65	63	67	27	88	60	77	70
COc1cc(C(C)O)ccc1OC(=O)c1ccccc1 (configuration not stated)	93	112	117	104	110	100	100	90
COc1cc(/C=C/C(=O)c2ccc(Cl)cc2)cc(CN2CCOCC2)c1O	99	96	95	26	99	27	74	87
COC(=O)[C@H]1CCCN1C(=O)[C@@H]1CCCN1C(=O)[C@H](C)NC(=S)Nc1cc(C(F)(F)F)cc(C(F)(F)F)c1	nt	81	99	87	99	80	107	77
Cc1ccc2ccccc2c1CC(=O)O	nt	98	97	nt	99	104	97	114
O=C(NCc1ccc(F)cc1)c1cn2cc(Cl)ccc2n1	nt	104	105	nt	106	nt	104	112
COc1ccc(OC)c(-c2nc3ccc(-c4nc5ccc(N6CCN(C)CC6)cc5[nH]4)cc3[nH]2)c1	77	109	102	89	103	86	104	115
CC(=O)Nc1ccc(-c2nc3cc(-c4ccc(O)cc4)ccc3n2C)cc1	36	70	64	41	84	44	51	56
CCOC(=O)c1c(Nc2ccccc2)nn2c(-c3ccc(OC)c(OC)c3)ccnc12	5.3*	53	54	30	73	31	77	77
NCCSC(C[N+](=O)[O-])c1ccccc1Cl (configuration not stated)	102	-27*	74	-23*	106	0.3*	93	100
O=c1ccn(CCCOc2ccccc2Br)c(=O)[nH]1	75	106	93	90	90	89	44	31
O=C(CC(=O)c1ccc([N+](=O)[O-])cc1)Nc1ccccc1C(=O)O	101	100	104	115	97	104	101	107
COC(=O)CCSC1=C(C)C(=O)C(OC)=C(OC)C1=O	102	103	nt	109	98	nt	91	99
CCOC(=O)c1c(NC(=O)c2cccc(C(F)(F)F)c2)sc2c3c(ccc12)OCN(C)C3	15	-78*	-17*	-48*	-88*	-39*	26	37
COc1ccc2[nH]c(=O)c(CNc3ccc(Nc4nccc(-c5ccc6ccccc6c5)n4)cc3)cc2c1	107	80	103	74	105	83	106	96
Cc1c(Cl)cccc1NC(=O)c1sc2nc3c(cc2c1N)CCCCC3	38	35	2.8*	22	43	9.6*	40	42
CCCCC(CC)CO (configuration not stated)	97	103	102	114	nt	109	105	103
O=C(/C=C/c1ccc(Cl)cc1)c1ccc(Cl)cc1	nt	96	100	14	102	67	90	nt
C/C(=N\NC(N)=S)c1nc2ccc(Cl)cc2[nH]1	79	34	nt	58	43	33	37	63
COc1cc2c(c(OC)c1OC)C(=O)CC(c1cccc(C(=O)Nc3cccnc3)c1)O2 (configuration not stated)	85	92	96	88	101	95	87	107
O=C(CN1CCN(c2cc(=O)[nH]c3ccc(F)cc23)CC1)Nc1cccc([N+](=O)[O-])c1	nt	96	99	100	99	98	88	89
COc1ccc(N=C2NN=C(c3ccccc3)CS2)cc1	80	103	106	92	105	88	90	120
CCCCC/C(=N\O)C(C)=O	97	95	nt	107	103	115	95	95
O=C(Nc1ccc(S(=O)(=O)N2CCOCC2)cc1)c1ccc(CN2CCc3ccccc3C2)cc1	58	55	75	45	64	66	67	nt
C[C@@]12c3ccsc3CCN1C(c1ccccc1)=NN2c1ccccc1	78	68	93	86	93	88	77	103
O=C(Oc1ccc[nH]c1=O)c1cc([N+](=O)[O-])cc([N+](=O)[O-])c1	146	77	101	nt	97	nt	114	112
Cn1c(=O)c2c(nc(NC(N)=O)n2C)n(C)c1=O	nt	98	100	102	105	105	105	102
CN(Cc1ccccc1)Cc1ccccc1	92	97	102	110	93	115	101	102
O=C(CNc1nc(-c2ccccc2)cs1)Nc1ccc(Cl)cc1[N+](=O)[O-]	-14*	13	-13*	1.8*	-28*	11	-71*	-8.1*
Nc1nc(Nc2cccc(Cl)c2)c2c(n1)-c1ccoc1CC2	93	88	97	92	94	100	95	77
O=C(Nc1ccc([N+](=O)[O-])cc1)c1cc2ccccc2cc1O	nt	-6.5*	-11*	-27*	13	1.1*	-29*	2.4*
COc1ccc(-c2cc(-c3ccc(Br)cc3)nc3nc(NC(C)=O)nn23)cc1	90	106	105	104	103	126	96	88
Clc1ccccc1C(=Nc1ccccc1)C(=Nc1ccccc1)c1ccccc1Cl	79	86	94	77	100	82	90	85
Cc1cnc(SCc2ccc(Cl)cc2Cl)nc1SCc1ccc(Cl)cc1Cl	96	94	104	103	105	104	85	114
O=C1c2ccccc2C(=O)c2c1ccc(C(=O)Cl)c2[N+](=O)[O-]	nt	98	105	103	98	103	99	nt
CC(C)C1=C[C@@]23CC[C@@H]4[C@](C)(CCC[C@]4(C)C(=O)N4CCOCC4)[C@H]2C[C@@H]1[C@H]1C(=O)CCC(=O)[C@H]13	106	99	103	88	111	92	82	103
CCN(CC)CCCCNc1ccnc2cc(Br)ccc12	63	107	99	98	102	92	102	89
CCCCCN(CCCCC)C(C)C(O)c1ccc2cc(Cl)c3ccccc3c2c1 (configuration not stated)	56	102	93	84	92	92	88	102
CC(C)Cn1cnc2c(SCc3ccccc3F)nc(N)nc21	76	97	113	85	98	84	83	nt
COC1OC(CO)C(OC)C(O)C1O (configuration not stated)	111	103	103	101	102	102	96	103
COc1cc(/C=N\NC(=O)/C=C/C=C/c2ccc3c(c2)OCO3)ccc1O	100	102	107	85	102	88	89	92
COc1cc(-c2c(C#N)nnn2-c2cc(OC)c(OC)c(OC)c2)cc(OC)c1OC	105	90	110	97	105	93	100	nt

Next compounds follow.
SMILES	HOP-92	A549/ATCC	M14	RPMI-8226	HOP-62	CCRF-CEM	UACC-62	EKVX
O=C(/C=C/c1ccccc1)Oc1ccccc1	94	94	106	109	104	117	86	100
CN(C)CCOc1ccc(C(=O)C2[C@H](c3ccc(Cl)cc3)[C@@H](c3ccccc3)NC23C(=O)Nc2ccc(Br)cc23)cc1 (some centres not stated)	23	4.6*	-72*	-31*	76	44	43	12
CCCCCCCCCCCCCCCC(=O)OC1[C@@H](OC(=O)CCCCCCCCCCCCCCC)[C@@H](C(=O)N[C@@H](CCCCN)C(=O)OC)O[C@H]1n1cnc2c(=O)[nH]c(NC(=O)C(C)C)nc21 (some centres not stated)	nt	100	94	93	104	86	111	nt
C[C@]12C[C@H](O)[C@H]3[C@@H](CCC4=CC(=O)CC[C@@]43C)[C@@H]1CC[C@@H]2C(=O)CO	nt	nt	107	0.5*	102	78	91	81
Cc1cc(Nc2nc(O)c(/C=C3\C=Nc4ccccc43)s2)no1	103	110	106	103	103	104	105	97
CN(C)c1ccc(/C=C(/CC(=O)c2ccc(Cl)c(Cl)c2)C(=O)NN)cc1	97	84	97	86	95	90	83	87
CS(=O)(=O)c1ccc(-c2cnc3ccc(-c4cccc(C(=O)N5CCNCC5)c4)nn23)cc1	83	97	93	106	88	97	91	103
Cc1ccccc1Oc1ccccc1C(=O)O	85	92	86	109	82	101	nt	97
CCN1C(=O)CC2CCCC1C2 (configuration not stated)	107	101	101	96	109	83	102	102
COc1c(N2CC3CCCNC3C2)c(F)cc2c(=O)c(C(=O)NN)cn(C3CC3)c12 (configuration not stated)	110	105	nt	101	97	99	97	101
COc1ccc(C(=O)C(C(c2ccccc2)N2CCOCC2)N2CCOCC2)cc1 (configuration not stated)	nt	93	89	99	89	100	79	103
CNC(=O)n1cc(Cl)ccc1=O	97	99	103	102	109	101	102	nt
FC1(F)C=C(c2ccccc2)C1(Cl)Cl	94	105	107	108	104	110	99	109
COc1ccc(NC(=O)CCC(=O)O)cc1	98	91	102	102	90	95	nt	93
CC(O)COc1ccccc1 (configuration not stated)	76	110	105	98	110	103	119	97

Twelve entries out of the list, ordered by molar mass, largest number first.
SMILES	HOP-92	A549/ATCC	M14	RPMI-8226	HOP-62	CCRF-CEM	UACC-62	EKVX
CCCCCCCCCCCCCCCC(=O)OC1[C@@H](OC(=O)CCCCCCCCCCCCCCC)[C@@H](C(=O)N[C@@H](CCCCN)C(=O)OC)O[C@H]1n1cnc2c(=O)[nH]c(NC(=O)C(C)C)nc21 (some centres not stated)	nt	100	94	93	104	86	111	nt
CN(C)CCOc1ccc(C(=O)C2[C@H](c3ccc(Cl)cc3)[C@@H](c3ccccc3)NC23C(=O)Nc2ccc(Br)cc23)cc1 (some centres not stated)	23	4.6*	-72*	-31*	76	44	43	12
CS(=O)(=O)c1ccc(-c2cnc3ccc(-c4cccc(C(=O)N5CCNCC5)c4)nn23)cc1	83	97	93	106	88	97	91	103
COc1c(N2CC3CCCNC3C2)c(F)cc2c(=O)c(C(=O)NN)cn(C3CC3)c12 (configuration not stated)	110	105	nt	101	97	99	97	101
CN(C)c1ccc(/C=C(/CC(=O)c2ccc(Cl)c(Cl)c2)C(=O)NN)cc1	97	84	97	86	95	90	83	87
C[C@]12C[C@H](O)[C@H]3[C@@H](CCC4=CC(=O)CC[C@@]43C)[C@@H]1CC[C@@H]2C(=O)CO	nt	nt	107	0.5*	102	78	91	81
Cc1cc(Nc2nc(O)c(/C=C3\C=Nc4ccccc43)s2)no1	103	110	106	103	103	104	105	97
FC1(F)C=C(c2ccccc2)C1(Cl)Cl	94	105	107	108	104	110	99	109
O=C(/C=C/c1ccccc1)Oc1ccccc1	94	94	106	109	104	117	86	100
CNC(=O)n1cc(Cl)ccc1=O	97	99	103	102	109	101	102	nt
CCN1C(=O)CC2CCCC1C2 (configuration not stated)	107	101	101	96	109	83	102	102
CC(O)COc1ccccc1 (configuration not stated)	76	110	105	98	110	103	119	97

New compounds follow:
SMILES	HOP-92	A549/ATCC	M14	RPMI-8226	HOP-62	CCRF-CEM	UACC-62	EKVX
CCCN=C(N)c1ccc(NC(=O)c2ccc(C(=O)Nc3ccc(C(N)=NCCC)cc3)cc2)cc1	89	97	98	91	86	108	90	96
CC(C)c1ccc(/C=N\Nc2ccc([N+](=O)[O-])cn2)cc1	nt	96	100	nt	108	78	88	73
Cc1nnc(NS(=O)(=O)c2ccc(N=Nc3c(N)nc(N)[nH]c3=O)cc2)s1	nt	100	109	102	80	96	101	nt
CC(C)(C)c1cc(-n2c(-c3ccc(Cl)cc3)nc3cc(C(=O)Nc4ccc(Cl)cc4)ccc32)n[nH]1	38	51	63	51	84	62	39	nt
COc1ncnc2nc[nH]c12	86	107	101	82	102	89	87	102
Cc1csc(C)[n+]1CCc1ccccc1	86	82	94	97	90	97	107	93
N#CC(C#N)N=Nc1cc(Cl)ccc1Cl	nt	98	99	95	104	95	99	nt
CSc1nc2c(c(=O)[nH]1)C(c1ccc(Br)cc1)C1=C(N2)/C(=C/c2ccc(Br)cc2)CN(C)C1 (configuration not stated)	76	nt	74	56	103	40	80	61
CC1(C)C(=O)CCC2(C)C1=CCC1C2C(=O)CC2(C)C1CCC2(O)C(=O)CO (configuration not stated)	94	93	96	109	102	134	92	104
C#C[C@]1(O)CC[C@H]2[C@@H]3CC=C4c5sc(Nc6cccc(C)n6)nc5CC[C@]4(C)[C@H]3CC[C@@]21C	1.7*	31	-30*	-33*	16	2.0*	-21*	9.0*
O=C(NCCN1CCN(C(=O)Nc2ccccc2Cl)CC1)Nc1ccccc1Cl	78	98	108	98	nt	104	96	101
CC(=O)c1ccc(NC(=O)c2cc(-c3ccccc3Cl)oc2C)cc1	nt	99	96	101	110	101	99	100
COc1ccc(Nc2nc(/N=C/c3ccc(OC)c(OC)c3)n[nH]2)cc1	111	106	111	105	108	105	102	95
COc1cc(OC)cc(C(=O)Nc2cc(-c3cccnc3)nc(NCCCN3CCOCC3)n2)c1	68	93	104	79	88	91	98	103

Source: PubChem BioAssay (NCI)
